Yeast lifespan up – compounds extending yeast replicative lifespan, primary screen, S. cerevisiae, OD615; S. cerevisiae growth with nicotinamide; deaD strain in restrictive glucose medium; inhibition of the nicotinamide effect, % at 10 µM; AID 775, 2007; 0.68% of 130,000 active;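 active = inhibition above a set limit, placed 3 SD over the median of all compounds, cut at about 26% in these data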;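 also: 0% = nicotinamide-treated wells and 100% = cells grown without nicotinamide; some compounds called inactive have numbers as strong as hits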
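Material: Modified budding yeast, DeaD strain | Medium: Restrictive glucose medium | Probe or stimulus: 1.5 mM nicotinamide | Dosing: Single dose 10 µM compound, 0.25% DMSO | Times: 48 h at 30 °C | Technique: OD615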
Phagocyt inh – inhibitors of macrophage phagocytosis, primary screen, imaging, J774A.1 cells, IgG beads. inhibition, % at 5 µM. 0.07% of 110,000 active. J774A.1 macrophage IgG-bead phagocytosis;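 active = inhibition above the mean of the plate negative controls plus 5 SD, cut at about 13% in these data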;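 also: phagocytic index as fraction of beads internalized from green versus red external bead signal; plate controls were DMSO negative control for no effect and cytochalasin-D positive control for full effect; some results beyond the cut were filed as inactive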
E-sel TNF inh – E-selectin induction blockers in HUVEC – imaging, immunofluorescence, high content, primary screen; AID 1246, 2008; 0.71% of 120,000 active; inhibition, % at 2 µM; HUVEC TNFa-induced E-selectin immunofluorescence;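 active = inhibition above the batch mean plus 3 SD, and confirmed as a hit on visual image review, cut at about 43% in these data; inconclusive = passes the inhibition cutoff but fails visual image review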;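 also: 0% = TNF-stimulated DMSO wells and 100% = unstimulated control wells; not every result past the cut was called active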
BB579 growth dn – growth inhibitors of yeast BB579 in restrictive medium, primary screen, yeast lifespan-shortening project, S. cerevisiae. 0.51% of 140,000 active. OD615, 48 h. inhibition, % at 10 µM;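 active = inhibition above a set limit, 3 SD over the mean compound inhibition, cut at about 44% in these data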; also: inactives centre near -24
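System: Saccharomyces cerevisiae DeaD strain BB579, replicative lifespan model yeast. Buffer or medium: restrictive glucose-based CSMM-D medium. Doses: one dose, 10 µM compound with 0.25% DMSO. Timing: 4 h preincubation and 48 h exposure at 30 °C. Detection: turbidity as optical density at 615 nm. Benchmarks: amphotericin B 10 µg/mL, positive.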
Measles CPE – compounds protecting cells from measles virus cytopathic effect, primary screen, measles RdRp inhibitor project, single point, MLSMR library, absorbance; Measles virus-infected cells, CPE protection; protection (pct of control), % at 4 µM; 1.5% of 140,000 active; in the data active = protection mostly above about 24%, no sharp cut-off; inactive = mostly below about 26%; also: some compounds called inactive have numbers as strong as hits
MRP-1 activ – H69AR viability gain despite doxorubicin, primary screen, MRP-1 activator project, H69AR cells, CellTiter-Glo | viability increase, % at 10 µM | 0.61% of 140,000 active | viability rescue;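 active = viability gain under doxorubicin at or above a set limit, the compound median plus 3 SD, cut at about 4.7% in these data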;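 also: MRP-1 overexpressing cells given doxorubicin 25 µM after compound pretreatment; 18-22 h compound pretreatment then 72 h with doxorubicin before readout; 0% = doxorubicin-only wells and 100% = vehicle-treated cells without doxorubicin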
bCat KO growth – primary screen for growth suppressors in beta-catenin knockout HCT116 cells (colon tumor, human) | viability, % at 10 µM | 1.5% of 140,000 active | HCT116 beta-catenin knockout viability, CellTiter-Glo, 60 h; stronger effect = lower value;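 active = viability at or under a set limit, the compound median less 4 SD, cut at about 6% in these data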;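 also: 0% = Hyamine 1622 control at 20 µM and 100% = untreated cell control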
HCT116 PTEN-null – growth suppression of PTEN-null HCT116, primary screen, cell-based, CellTiter-Glo | HCT116 PTEN-null viability, 60 h; stronger effect = lower value | viability, % at 10 µM | 1.2% of 140,000 active | AID 827, 2007;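 active = viability at or below a set limit, 4 SD under the median of all tested compounds, cut at about 3.7% in these data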;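 also: PTEN knockout HCT116 line with beta catenin targeted HCT116 as companion control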
NPY-Y2 antag – NPY-Y2 receptor antagonists, primary screen, cell-based; NPY-Y2 expressing cells, antagonist mode; inhibition, % at 2.7 µM; AID 793, 2007; 0.99% of 140,000 active; Neuropeptide Y receptor type 2 (Homo sapiens), P49146; in the data active = inhibition above about 17%;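 also: 0% = vehicle with agonist challenge and 100% = reference antagonist with challenge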
Target sequence (P49146 whole entry, looked up): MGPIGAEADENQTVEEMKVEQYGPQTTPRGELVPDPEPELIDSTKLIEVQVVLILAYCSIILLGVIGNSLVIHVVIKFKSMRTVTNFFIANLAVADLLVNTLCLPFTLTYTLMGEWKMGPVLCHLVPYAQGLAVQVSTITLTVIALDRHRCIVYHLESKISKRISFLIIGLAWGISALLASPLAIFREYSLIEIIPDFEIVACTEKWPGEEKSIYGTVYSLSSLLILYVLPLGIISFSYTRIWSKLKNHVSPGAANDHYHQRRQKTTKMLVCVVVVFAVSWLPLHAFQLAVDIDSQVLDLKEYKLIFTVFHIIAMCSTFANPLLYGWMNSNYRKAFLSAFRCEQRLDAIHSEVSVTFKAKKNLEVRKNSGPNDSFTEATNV
GALR2 antag – GALR2 antagonists in receptor-expressing cells, primary screen | antagonist mode | inhibition, % at 4 µM | 0.39% of 140,000 active | AID 828, 2007 | Galanin receptor type 2 (Homo sapiens), O43603; in the data active = inhibition above about 27%;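 also: cells stimulated with galanin 1-16 at roughly its EC80; 0% = agonist challenge control and 100% = basal control without agonist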
Target sequence (O43603 whole entry, looked up): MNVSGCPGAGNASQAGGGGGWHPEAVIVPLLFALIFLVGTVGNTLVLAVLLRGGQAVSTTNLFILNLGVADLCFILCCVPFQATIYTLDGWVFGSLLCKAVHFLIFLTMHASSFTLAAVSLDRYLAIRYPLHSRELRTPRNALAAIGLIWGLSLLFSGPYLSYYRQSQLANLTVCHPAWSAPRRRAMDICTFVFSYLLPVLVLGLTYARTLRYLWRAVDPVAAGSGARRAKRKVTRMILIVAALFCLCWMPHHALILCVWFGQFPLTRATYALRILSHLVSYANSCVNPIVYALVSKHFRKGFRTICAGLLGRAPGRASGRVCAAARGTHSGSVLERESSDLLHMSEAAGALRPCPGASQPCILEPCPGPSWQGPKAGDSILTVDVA
Active calls of the source: *; u = inconclusive; x = not tested or not shown.

SMILES	Yeast lifespan up	Phagocyt inh	E-sel TNF inh	BB579 growth dn	Measles CPE	MRP-1 activ	bCat KO growth	HCT116 PTEN-null	NPY-Y2 antag	GALR2 antag
O=C(CS(=O)CC(=O)N(c1cccc(F)c1)C(C(=O)NC1CCCCC1)c1ccco1)Nc1ccc(F)cc1 (centres undefined)	4	-3	x	-34	5	-0.5	78	83	-3	3
CCC(C)(C)n1nnnc1C(C(C)C)N(Cc1ccco1)Cc1cc2cc3c(cc2[nH]c1=O)OCO3 (centres undefined)	-19	x	0	-32	4	-2.4	37	46	1	18
CCCc1[nH]nc2c1C(c1ccc(O)c(OC)c1)C(C#N)=C(N)O2 (centres undefined)	-17	5	u	-30	5	-4.6	57	59	0	-9
COc1ncnc2c1oc1nc(CC(C)C)c3c(c12)CCCC3	-8	0	x	-24	29	7.2*	88	84	3	-2
C=CCn1c(CNC(=O)c2cccs2)nnc1SCC(=O)c1ccc(Br)cc1	2	x	-18	-30	4	0.8	74	70	1	-2
O=C(Cn1nnc2c(cnn2-c2ccccc2)c1=O)NCc1cccs1	-10	-2	x	-35	5	0.0	102	99	2	-2
Cc1ccc(NC(=O)c2cc(S(=O)(=O)NCCC3=CCCCC3)ccc2F)cc1F	-3	x	x	-14	x	-0.9	27	23	0	-16
CCCn1c(CCNC(=O)c2cccs2)nc2ccccc21	-3	x	37	25	22	-1.8	91	90	3	-4
Cc1occc1-c1nnc(SCC(=O)Nc2nc(-c3ccccc3)cs2)o1	1	1	6	-71	6	-0.8	94	109	8	4
COc1ccc(OCC(=O)Nc2cc(OC)cc(OC)c2)cc1	-11	0	x	-31	6	-0.7	103	100	2	11
Cc1cc(C)c2c(n1)sc1c(-c3ccccc3)c(C#N)c(N)nc12	-2	-3	x	-35	3	-3.0	67	55	4	1
CCCCOc1ccc(/C(O)=C2/C(=O)C(=O)N(Cc3cccnc3)C2c2ccncc2)c(C)c1 (centres undefined)	1	-1	-37	-24	7	-1.1	92	102	0	6
CCN1C(=O)c2ccccc2S(=O)c2ccc(C(=O)NCCCN3CCCC3=O)cc21 (centres undefined)	-7	0	-1	27	13	-1.3	89	94	1	1
Cc1ccc(-n2nnnc2SCC(=O)Nc2sccc2C#N)cc1	2	-2	x	-36	5	-2.7	87	91	6	-7
Cc1cccc(NC(=O)Nc2nnc(N3CCCCC3C)s2)c1C (centres undefined)	7	0	x	-44	3	-0.6	92	88	1	-3
CCOc1cc(NC(=S)NCCCN2CCOCC2)c(OCC)cc1NC(=O)C(C)C	0	5	x	-26	10	-1.6	97	98	2	-4
CCOC(=O)N1CCN(CCC(=O)Nc2ccc(C)c(Br)c2)CC1	-13	0	-3	-23	5	-1.5	74	75	3	7
COc1ccc(NC(=O)CN2C(=O)C(C)Oc3ccccc32)c(OC)c1 (centres undefined)	-3	-1	13	-76	x	-0.8	93	100	-2	4
O=C(Oc1ccccc1)c1cc2ccccc2o1	-12	0	-17	-23	3	0.1	98	104	0	-17
CC(C)C(=O)NC(Nc1ccccc1F)C(Cl)(Cl)Cl (centres undefined)	-1	x	-38	-25	10	-0.4	90	90	6	4
O=C(Nc1ccc(Cl)cc1)C1CCCN(S(=O)(=O)c2cnc[nH]2)C1 (centres undefined)	-4	0	1	-16	5	4.9*	102	93	-2	1
COC(=O)C1CCN(C(=O)Cc2ccc(Br)cc2)CC1	-3	2	10	1	2	-0.1	98	96	1	1
COc1cccc(N/C(SCc2cccc([N+](=O)[O-])c2)=C(/C#N)C(=O)NCc2cccs2)c1	9	-3	-23	-10	29	-5.2	61	56	1	-5
O=C(CCC(=O)c1ccc(F)cc1)OC1CCOC1=O (centres undefined)	-10	1	x	-22	8	-3.0	97	91	1	2
Cc1cc(C)n(C(=O)c2ccc(NC(=O)C3COc4ccccc4O3)cc2)n1 (centres undefined)	-16	-1	-11	-39	3	0.3	83	87	4	0

Only BB579 growth dn (2 entries from above):
smiles | BB579 growth dn
O=C(Oc1ccccc1)c1cc2ccccc2o1 | -23
CC(C)C(=O)NC(Nc1ccccc1F)C(Cl)(Cl)Cl (centres undefined) | -25

(continued)
SMILES	Yeast lifespan up	Phagocyt inh	E-sel TNF inh	BB579 growth dn	Measles CPE	MRP-1 activ	bCat KO growth	HCT116 PTEN-null	NPY-Y2 antag	GALR2 antag
O=[N+]([O-])c1cccc(/C=N/Nc2nccnc2Cl)c1	-26	-6	-13	-39	5	-2.8	77	71	0	1
CCCN1CN(Cc2ccccc2)CNC1=S	2	x	x	6	4	-1.1	85	92	0	0
CCn1c(CSc2ncccn2)nnc1SCC(=O)N1c2ccccc2CC1C (centres undefined)	-2	1	-13	-58	30	-0.1	100	104	1	-4
COc1ccc(-c2cc(C(=O)Nc3c(Cl)cc(Cl)cc3Cl)c3ccccc3n2)cc1OC	2	-2	-16	-59	4	-4.5	2.1*	1.8*	79*	0
COCCCN1C(=O)C(=O)/C(=C(/O)c2ccc(C)cc2)C1c1ccccc1 (centres undefined)	0	1	-30	-31	8	-0.6	96	104	3	2
C=CCc1ccc(OCC(O)CN2CCCCC2)c(OC)c1 (centres undefined)	-7	0	0	-29	10	-1.3	106	108	3	-1
CCCCc1nc2sc3c(c2c(=O)[nH]1)CCC3	-11	0	15	-51	11	-0.2	90	107	1	-7
CCn1cnc2cc(NCc3ccc(C)cc3)ccc21	0	-1	-39	-26	2	-0.2	95	102	3	-12
CCOC(=O)C1CN(S(=O)(=O)c2ccc(F)cc2)C1	-18	x	45	0	27	-2.7	82	90	6	3
CN(c1ccc(OCC(=O)OCC(=O)Nc2ccccc2)cc1)S(=O)(=O)c1cccs1	-1	-6	-9	-29	11	-0.1	93	95	0	5
O=[N+]([O-])c1cccc(C(=Nc2ccc(Cl)cc2)NO)c1	-3	1	x	-11	12	-5.2	83	69	2	-6
O=C(CCCSc1nnc(-c2cccs2)n1CC1CCCO1)c1ccccc1 (centres undefined)	-25	-1	7	-6	27	-3.2	55	56	2	8
CC(=O)c1cc(-c2ccccc2)n(CC(=O)Nc2cccc(C)c2)c1C	-2	-3	-3	-16	18	-3.6	77	78	2	-18
Cc1cccc(NC(=O)CS(=O)(=O)c2c[nH]c3ccccc23)c1C	-4	6	x	-12	18	-2.2	98	90	0	-1
Clc1ccc(-c2nnc(-c3ccco3)o2)cc1	-29	x	77*	-6	5	-1.2	86	86	5	6
O=C(NCc1ccc(-c2nc3ccccc3s2)cc1)c1ccco1	-4	-2	x	-18	8	-2.6	98	96	1	-2
O=C(Nc1ccc(Sc2ccc(Br)cc2)cc1)c1ccco1	-7	x	-15	-50	22	-3.8	68	69	0	-1
CCn1c(C(=O)N2CCCC(C(=O)O)C2)cc2sccc21 (centres undefined)	x	x	-3	5	3	-1.7	91	106	5	6
Cc1ccc(O)c(/C=N/NC(=O)C2=NNC(c3ccccc3)(c3ccccc3)C2)c1	x	x	-34	-24	5	-2.0	9	7	14	17
CSC1=C(C#N)C2(CCCC2)C(C#N)=C(N)N1	x	-1	0	x	x	x	x	x	-3	-6
O=C(NCc1ccccn1)c1cccc(NS(=O)(=O)c2ccccc2F)c1	4	2	7	-4	28	-1.6	96	99	1	1
COc1ccc(OCCCC(=O)NCC(C)C)cc1	-4	x	x	-67	11	0.3	109	108	-3	-20
COc1ccc(OC)c(-n2c(-c3ccc(S(C)(=O)=O)cc3)cc(C=O)c2C)c1	-7	0	-3	-1	2	-2.7	77	81	-2	-1
N#Cc1ccc(-c2ccc(F)cc2)nc1Oc1ccccc1	-14	-1	-17	-27	16	-3.4	85	71	3	-4
CC1CCc2cc(F)ccc2N1C(=O)CCC(=O)O (centres undefined)	-14	0	-8	-15	2	-1.6	101	97	5	-1
Other results
SMILES	Yeast lifespan up	Phagocyt inh	E-sel TNF inh	BB579 growth dn	Measles CPE	MRP-1 activ	bCat KO growth	HCT116 PTEN-null	NPY-Y2 antag	GALR2 antag
CCOC(=O)c1sc(NC(=S)NC(=O)C2CC2)cc1C	-4	-6	x	-23	5	2.2	89	77	2	-17
COc1ccc(C(=O)NCc2oc(-c3ccccc3)cc2C(=O)O)cc1	-9	1	-15	-23	-1	-0.4	91	95	8	-2
COc1ccc(CCNC(=O)C2CCCN(S(=O)(=O)c3cnc[nH]3)C2)cc1OC (centres undefined)	-5	-1	x	32	11	-1.9	104	100	2	-2
COc1ccc(-c2noc(CSc3nc(-c4ccccc4)cc(=O)[nH]3)n2)cc1OC	-9	0	6	-56	13	-0.4	104	112	4	4
CCCSc1nc2c(c(=O)[nH]c(=O)n2C)n1CCc1ccccc1	-17	-1	14	-39	7	-1.4	101	101	3	3
Cc1ccc(NC(=O)COC(=O)c2cccc3c2C(=O)c2ccccc2C3=O)c(C)c1	0	-8	x	-35	7	-0.9	60	55	2	-8
COc1ccccc1NC(=S)NCc1ccccn1	3	-10	x	-25	12	-0.9	66	80	1	1
COc1cc(/C=c2\sc3n(c2=O)C(c2ccccc2)C(c2ccccc2)=NN=3)ccc1O (centres undefined)	-4	-2	23	-26	5	-5.1	91	63	0	3
CCCOc1ccc(CN(CCO)CCO)cc1C(=O)OC	2	0	20	-33	10	-0.2	98	111	2	-2
COC(=O)NCc1ccc(CNC(=O)OC)cc1	-2	x	53	-24	7	-2.1	93	102	0	8
O=C(CCn1c(=O)[nH]c2ccccc2c1=O)N1CCN(c2ccc(Cl)cc2)CC1	-22	-1	-14	-21	10	-1.5	88	97	-2	-18
CC(C)(C)CC(=O)Nc1cccc2c1CCCC2	-2	0	1	-20	30	-0.1	105	99	3	-15
CCN(CC)c1ccc(/C=N/Nc2ccc(C)cc2)c(O)c1	-10	-16	x	-26	4	1.0	83	94	0	13
COc1ccccc1NC(=S)NNC(=O)c1ccc(O)cc1	-8	-1	-15	-6	19	-0.8	103	99	2	-14
CCN=C1SC(CC(=O)Nc2ccc(C(F)(F)F)cc2)C(=O)N1CC (centres undefined)	-10	-2	-13	-35	15	0.9	93	96	5	6
Cc1ccc(C)c(N(CC(=O)NN=C2CCCCCCC2)S(C)(=O)=O)c1	-13	0	44	-27	11	-0.5	96	103	1	0
COc1ccc(CCn2c(NCc3ccco3)nc3c2c(=O)[nH]c(=O)n3C)cc1	-20	1	x	-24	6	-2.3	98	83	2	-4
Cc1ccc(C(=O)NCCc2nnc3ccc(SCC(=O)Nc4c(C)cc(C)cc4C)nn23)cc1	0	-4	x	-25	4	-3.0	88	81	1	0
Cc1ccc(C=C2C(=O)c3ccccc3C2=O)o1	-7	-10	13	13	8	0.6	90	85	1	-9
CCSc1nc(O)cc(=O)n1-c1ccc(OC)cc1	-26	0	x	-35	7	-2.9	101	83	0	-15

Screening results deposited in PubChem BioAssay by several laboratories.
